Compound activity (PubChem)
GAA spleen mod: qHTS Assay for Inhibitors and Activators of Human alpha-Glucosidase From Spleen Homogenate | Lysosomal alpha-glucosidase (Homo sapiens), P10253 | human spleen homogenate, 4-MU-alpha-glucoside fluorescence | Potency, µM (titrated, usually from 79.9 µM), without a hit: at the top dose activity change, negative = inhibition, hits mostly inhibitors | 0.006% of 240,000 active | AID 2112, 2009;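 note: potency is the fitted concentration of half-maximal effect; 0% = enzyme with vehicle and -100% = no enzyme basal signal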
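AC50 values come from Hill-equation fits of concentration-response data, normalized to no-enzyme and full-activity controls. Enzyme source: 1 ug human spleen homogenate; 1 mM fluorogenic 4-MU glucoside, pH 5.0 citrate buffer, 37 C, 40 min.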
CBFb-RUNX1 inh: qHTS Assay for Compounds Blocking the Interaction Between CBF-beta and RUNX1 for the Treatment of Acute Myeloid Leukemia; Runt-related transcription factor 1 (Homo sapiens) + Core-binding factor subunit beta …; AlphaScreen CBFb-His/RUNX1-biotin binding, biochemical; Potency, µM (titrated, usually from 59.8 µM), inactives show top-dose activity, negative = inhibition, actives largely listed as inhibitors; 230,000 tested, under 10 active; AID 1477, 2009; note: % of control where 0% means no effect
Target sequence (Q01196 whole entry, looked up): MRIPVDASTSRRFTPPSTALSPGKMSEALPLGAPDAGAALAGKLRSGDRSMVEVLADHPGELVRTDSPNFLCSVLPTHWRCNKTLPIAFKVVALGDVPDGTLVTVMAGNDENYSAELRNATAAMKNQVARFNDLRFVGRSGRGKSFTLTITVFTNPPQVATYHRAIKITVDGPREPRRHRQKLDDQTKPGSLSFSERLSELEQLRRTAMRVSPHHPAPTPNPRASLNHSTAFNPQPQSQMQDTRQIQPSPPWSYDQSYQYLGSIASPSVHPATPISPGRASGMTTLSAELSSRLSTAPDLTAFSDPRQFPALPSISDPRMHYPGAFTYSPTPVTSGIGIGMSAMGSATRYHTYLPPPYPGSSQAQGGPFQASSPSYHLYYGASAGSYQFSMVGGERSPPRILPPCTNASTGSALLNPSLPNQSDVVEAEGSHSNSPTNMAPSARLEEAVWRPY
Target sequence (Q13951 whole entry, looked up): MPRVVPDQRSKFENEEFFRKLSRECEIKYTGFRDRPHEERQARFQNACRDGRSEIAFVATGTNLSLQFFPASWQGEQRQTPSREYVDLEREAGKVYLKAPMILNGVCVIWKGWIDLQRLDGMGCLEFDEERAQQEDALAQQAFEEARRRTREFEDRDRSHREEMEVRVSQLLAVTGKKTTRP
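Inhibition was taken as any reduction in AlphaScreen signal from the CBF-beta–RUNX1 pair (His and biotin tags, 30 nM each), measured after compound (15 min) and bead (90 min) incubations at room temperature.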
GAA glycogen mod: qHTS Assay for Inhibitors and Activators of Human alpha-Glucosidase Cleavage of Glycogen; recombinant GAA, glycogen substrate, Amplex Red glucose oxidase fluorescence; Potency, µM (titrated, usually from 76.4 µM), inactives show at the highest dose activity change, negative = inhibition, most hits filed as inhibitors; 0.38% of 300,000 active;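 note: potency is the fitted concentration of half-maximal effect; 0% = full enzyme reaction and -100% = no-enzyme basal signal; the screen sought inhibitors and activators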
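Recombinant human enzyme (4 nM); glycogen substrate; 37 C, 40 min, pH 5.0. Readout: coupled glucose oxidase/Amplex Red fluorescence.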
Lamin A splicing: qHTS Assay for Modulators of Lamin A Splicing; AID 1487, 2009; HeLa LMNA splicing GFP/RFP minigene ratio, 48 h; Potency, µM (series often up to 46.1 µM), inactives show at the top dose ratio change, negative = inhibition, hits mostly inhibitors; 0.01% of 200,000 active; active = well fitted inhibition curve with a large enough effect in the signal ratio, with a control signal flat, not every such curve was filed as active; inconclusive = small, poorly fitted or top-dose-only effect, or effect the other way, or a change in a side signal; the % refers to the signal ratio; note: potency is the fitted concentration of half-maximal effect; % is set by controls: 0 for no effect and ±100 for the full control effect
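S3 HeLa stable clones carrying a lamin A-EGFP splicing minigene plus DsRed2 were seeded at 600 cells/well in Opti-MEM with 2% FBS, pin-dosed and incubated 48 h at 37°C. Acumen cytometry (488 nm) gave the GFP/RFP total-intensity ratio.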
HTT aggregate: qHTS Multiplex Assay to Identify Dual Action Probes in a Cell Model of Huntington: Aggregate Formation (GFP) | PC12 HttQ103-GFP aggregates, Acumen cytometry, 40 h | Potency, µM (highest dose often 46.1 µM), for inactives: top-dose activity change, negative = inhibition, most hits filed as inhibitors | 1.1% of 220,000 active | AID 1688, 2009; note: potency is the fitted concentration of half-maximal effect; % is set by controls: 0 for no effect and ±100 for the full control effect; nearly all actives have a fitted effect of over 60% in size
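Steps: seed 1500 PC12 HTTQ103-GFP cells/well; add tebufenozide, 100 nM final; add compound titration; add ATPLite reagent; quantify GFP aggregates by laser scanning cytometry.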
HTT ATP protect: qHTS Multiplex Assay to Identify Dual Action Probes in a Cell Model of Huntington: Cytoprotection (ATP); Potency, µM (titrated, usually from 56.4 µM), for the others: cytoprotection (ATP increase), usual class: activators; PC12 HTT-Q103 induced, cytoprotection, ATP luminescence, 40 h; AID 1471, 2008; 0.14% of 230,000 active;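 note: potency is the fitted concentration of half-maximal effect; % of control where 0% means no effect; nearly all actives have a fitted effect of over 45% in size; toxic huntingtin expression switched on by the ecdysone agonist tebufenozide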
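Huntington model: PC12 line, ecdysone-inducible HTTQ103 exon1–GFP, tebufenozide 100 nM. Test articles in a dose series. Endpoint luminescence from cellular ATP.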
GAA inhib: qHTS Assay for Inhibitors of Human alpha-Glucosidase as a Potential Chaperone Treatment of Pompe Disease | Potency, µM (titrated, usually from 76.9 µM), for the others: top-dose activity change, negative = inhibition, hits mostly inhibitors | purified human GAA, 4-MU-alpha-glucoside fluorescence | 0.005% of 200,000 active | AID 1466, 2008 | Lysosomal alpha-glucosidase (Homo sapiens), P10253;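 note: potency is the fitted concentration of half-maximal effect; plate controls were uninhibited enzyme wells for no effect and no-enzyme background for full effect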
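AC50 values come from Hill fits of compound titrations (up to 77 uM) against 4 nM human enzyme. Substrate 4-methylumbelliferyl-alpha-D-pyranoside at 400 uM, pH 5.0 citrate buffer, 20 min room temperature; fluorescence Ex 365/Em 440 after alkaline stop.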
Active calls of the source: *; ? = inconclusive; · = not tested or not shown; [ ] = dose if it differs, or a comment. Unless noted, calls come from the whole dose curve; as a rule, active = well fitted curve in the direction sought with a large enough effect; inconclusive = small, poorly fitted or top-dose-only effect, or another doubt; inactive = no such curve, though single readings can be large; an effect the other way counts as inactive or inconclusive.

Compound | GAA spleen mod | CBFb-RUNX1 inh | GAA glycogen mod | Lamin A splicing | HTT aggregate | HTT ATP protect | GAA inhib
C=CCNC1=C(Cl)C(=O)N(c2cccc(Cl)c2Cl)C1=O | 3.3% | 19.7% | -3.9% | 10.0% | 5.3% | 3.7% | -11.6%
c1ccc(-c2ccccc2OCCn2cncn2)cc1 | 6.2% | 0.1% | -0.2% | -9.0% | ? | -8.7%[10 µM] | 4.4%
COc1ccccc1NC(=O)c1ccc(NC(=O)CN(C)Cc2ccccc2F)cc1 | 3.8% | 10.8% | -4.1% | ? | -10.2% | -10.1%[10 µM] | 1.5%
COc1ccc(C(=O)N2CC(=O)N(CCc3ccccc3)C(=O)C2)cc1OC | -5.9% | 1.8% | 0.6% | 4.7% | 20.7% | -17.8% | -3.2%
Cc1ccc(NC(=O)C(SCC(=O)O)c2ccccc2)cc1C (stereo not drawn) | 5.8% | 15.6% | 2.9% | -3.9% | 14.3% | 1.1%[10 µM] | 0.9%
COc1ccc(C(=O)C[n+]2ccc(-c3nnc4n3CCCCC4)cc2)cc1 | -6.2% | -2.9% | -8.4% | · | 11.6%[9.22 µM] | 15.6%[10 µM] | ·
O=C(c1ccco1)N1CCN(C(=O)c2snc3ccc(Cl)cc23)CC1 | 4.1% | 3.9% | -0.7% | 15.7% | -8.1% | -3.2% | -3.8%
CN(C=O)CP(=O)(O)CN1CCCCC1 | 1.6% | -0.6% | 5.3% | 9.3% | 26.5% | 34.2% | -1.3%
CCC(NC(=O)/C(=C\c1ccc2c(c1)OCO2)NC(C)=O)C(=O)O (stereo not drawn) | -8.3% | -4.2% | 8.4% | -6.9% | 6.5% | -1.0%[10 µM] | 3.6%
O=C(COC(=O)C(O)c1ccccc1)c1ccc2c(c1)OCCO2 (stereo not drawn) | -2.1% | -0.4% | 1.1% | -10.9% | 3.0% | 20.5%[10 µM] | 0.3%
Nc1nc2n(c1C(=O)c1ccccc1)CCC2 | -11.2% | 3.6% | -1.8% | 2.9% | ? | -19.4% | 0.5%
COC(=O)[C@@]1(Cc2ccc(OC)cc2)[C@H]2c3cc(C(=O)N4CCCC4)n(CCc4ccc(O)c(OC)c4)c3C[C@H]2CN1C(=O)c1ccccc1 | 5.9% | -13.1% | · | · | · | -56.1%[inhibitor] | ·
CC1CCCCC1NC(=O)C1CCN(S(=O)(=O)N2CCCCCC2)CC1 (stereo not drawn) | 1.9% | -1.6% | ? | 7.5% | 2.3% | -12.2%[0.074 µM] | ?
CC(=O)n1nc(-c2ccc(Cl)cc2)nc1NCc1ccco1 | -3.2% | 5.7% | 2.3% | -22.3% | -24.5% | -26.0% | -14.0%
O=C(NC(=S)Nc1ccccn1)c1ccc([N+](=O)[O-])cc1 | 5.1% | -3.9% | -12.4% | 3.4% | 9.6% | 7.2%[10 µM] | -0.9%
Cc1n[nH]c(=S)n(/N=C/c2cccc([N+](=O)[O-])c2)c1=O | 0.8% | -7.5% | -0.2% | · | 5.0%[9.22 µM] | 24.4%[10 µM] | 2.0%[15.4 µM]
CCOc1ccc(NC(=O)COc2nsnc2N2CCOCC2)cc1 | -8.5% | -7.1% | -2.2% | 9.8%[46 µM] | 9.0%[9.22 µM] | -23.3% | -4.9%
C[C@H](Nc1ncnc2sc3c(c12)CCC3)C(=O)O | -5.4% | 2.7% | 1.8% | 0.0% | -7.7% | -17.5% | -0.3%
COc1ccc(C(=O)CSc2nnc(NC(=O)C3CC(=O)N(c4ccccc4)C3)s2)cc1 (stereo not drawn) | -4.1% | 0.8% | 15.2% | -12.0% | 2.6% | 21.7%[10 µM] | -1.1%
CN(Cc1ccccc1)C(=O)c1nc2ccccn2c1CN1CCc2sccc2C1 | -3.9% | 5.7% | -8.0% | · | 0.8%[9.22 µM] | 6.0%[10 µM] | ·
Cc1c(NS(=O)(=O)c2cccs2)cccc1-c1nc2cccnc2s1 | -2.0% | -2.0% | -1.2% | · | -3.9%[9.22 µM] | -1.8%[10 µM] | ·
Cc1ccc(-c2ccc(CCC(=O)O)n2CC2CCCO2)cc1 (stereo not drawn) | 16.3% | -5.7% | 13.9% | 6.1% | 10.0% | -5.7% | ?
Fc1ccc(C(CCNCc2cccs2)c2ccco2)cc1 (stereo not drawn) | 7.5% | 3.1% | -2.4% | · | 3.3%[9.22 µM] | 15.7%[10 µM] | ·
O=C1N/C(=C/c2cccn2-c2ccc(F)cc2)C(=O)N1Cc1ccccc1 | -16.8% | -6.1% | 1.8% | -8.0% | 31.9% | -25.1% | -5.5%
Cc1cc(CNC(=O)C(C)n2nc(C)c([N+](=O)[O-])c2C)c2ccccc2n1 (stereo not drawn) | · | -6.5% | 3.4% | · | -19.3% | ? | -3.0%
O=S(=O)(c1ccccc1)c1nc(NCc2cccnc2)sc1Cl | -1.8% | 14.6% | 6.9% | -1.5%[46 µM] | 5.9% | -13.5%[10 µM] | -0.9%
Cc1cc2c(c(SCC(=O)NCc3ccccc3Cl)n1)C(=O)OC2 | 3.8% | -0.5% | 0.0% | · | -27.4% | -15.3% | 6.2%
CCOC(=O)Cc1csc(NC(=O)CCSc2ccccc2)n1 | -16.4% | 0.8% | -9.8% | 0.8%[46 µM] | 18.7% | · | -2.1%
COc1ccccc1CC(=O)Nc1ccc(Cl)cc1C(=O)O | -3.1% | 5.2% | -4.5% | ? | -4.2%[9.22 µM] | 7.1%[10 µM] | ?
Cn1c2c(c(=O)n(C)c1=O)C(c1ccc(Cl)cc1)C(C#N)=C(N)O2 (stereo not drawn) | -2.0% | -1.0% | 0.6% | -16.2% | -21.7% | 7.6%[10 µM] | -5.9%

Another view of part of the listing above:
Cc1ccc(-c2ccc(CCC(=O)O)n2CC2CCCO2)cc1 (stereo not drawn)
  GAA spleen mod = 16.3%	CBFb-RUNX1 inh = -5.7%	GAA glycogen mod = 13.9%	Lamin A splicing = 6.1%	HTT aggregate = 10.0%	HTT ATP protect = -5.7%	GAA inhib = ?

C=CCNC1=C(Cl)C(=O)N(c2cccc(Cl)c2Cl)C1=O
  GAA spleen mod = 3.3%	CBFb-RUNX1 inh = 19.7%	GAA glycogen mod = -3.9%	Lamin A splicing = 10.0%	HTT aggregate = 5.3%	HTT ATP protect = 3.7%	GAA inhib = -11.6%

Next part:
The line under a structure holds: GAA spleen mod, CBFb-RUNX1 inh, GAA glycogen mod, Lamin A splicing, HTT aggregate, HTT ATP protect, GAA inhib
Cc1nn(C)cc1[C@@H]1C[C@H]2CN(Cc3cccc(Cl)c3)C(=O)[C@]23CCCN13
→ 7.4%, 7.9%, -4.5%, 13.9%[46 µM], 17.7%[9.22 µM], 9.9%[10 µM], 3.1%
COc1ccc(C(=O)N/C(=C/c2ccco2)C(=O)NC2CCS(=O)(=O)C2)cc1 (stereo not drawn)
→ -4.6%, -7.5%, 6.5%, ·, 21.6%, -12.7%, 5.2%
C=CCSc1nc2ccccc2c(=O)n1Cc1ccccc1
→ -5.0%, ?, -2.8%, ?, -9.8%, 10.0%[10 µM], -5.3%
O=C(O)c1cncc(Br)c1
→ 5.9%, 2.1%, -2.4%, ·, 16.7%[9.22 µM], 12.7%[10 µM], ·
CCn1ncc(/C=N\NC(=O)c2cc(-c3ccc(C)cc3C)nc3ccccc23)c1C
→ -1.4%, -3.9%, 8.4%, ?, 19.6%, -47.9%[inhibitor], -27.8%
Cc1nc(SCc2ccc(Br)cc2)[nH]c(=O)c1C
→ 0.7%, 8.1%, -2.4%, ?, 5.1%, -16.0%[0.074 µM], 13.8%
c1ccc(Nc2nc(-c3ccncc3)cs2)cc1
→ 6.1%, -0.6%, -13.7%, -14.8%, 4.5%, -2.7%[10 µM], 0.7%
CCC(=O)Nc1cccc(-c2nnc(SCC(=O)c3ccccc3)n2C)c1
→ 3.1%, 2.6%, 3.4%, 1.5%, ?, -22.0%, -2.2%
CCCCc1ccc(NC(=O)CC(C)=O)cc1
→ -0.1%, 9.6%, -8.6%, 2.9%, -5.9%, -22.3%, 2.1%
CC(C)(C)NC(=S)NC1CC1
→ 1.3%, 5.8%, 5.4%, ·, -13.5%[9.22 µM], -8.9%[10 µM], ·
CN1/C(=C\C=N\NC(=O)c2cccnc2)C(C)(C)c2ccccc21
→ 4.6%, 1.9%, -26.6%, ·, 6.31µM*, -31.5%[inhibitor], ?
COc1ccccc1/C=N/NC(=O)CN(C1=NS(=O)(=O)c2ccccc21)c1ccccc1
→ 2.6%, -1.8%, -7.2%, 10.5%, -2.0%, 1.2%[10 µM], 4.6%
CC(=O)Nc1ccc(C(=O)NNC(=O)c2cc([N+](=O)[O-])cc([N+](=O)[O-])c2)cc1
→ -2.7%, 7.2%, 2.8%, 15.9%[46 µM], -19.2%[9.22 µM], -4.8%[10 µM], -2.0%
O=C(CN1C(=O)c2ccccc2S1(=O)=O)NC(Nc1ccccc1F)C(Cl)(Cl)Cl (stereo not drawn)
→ -4.4%, 2.9%, -0.8%, ?, -0.3%, -16.7%, ?
COc1ccc(-c2n[nH]c(=S)n2Cc2ccco2)cc1
→ -6.5%, -10.1%, -7.7%, 11.0%, 6.9%, -4.3%, ?
Nc1c(-c2ccccc2)cnn1-c1cccc([N+](=O)[O-])c1
→ -12.7%, -9.1%, -10.5%, -4.3%, 3.8%, -31.3%, -1.5%
C=CCn1c(C)cc(C(=O)COC(=O)[C@@H](NC(=O)c2ccccc2Cl)C(C)C)c1C
→ -5.0%, -2.8%, 5.0%, -4.4%, -4.0%, 10.4%[10 µM], -9.9%
O=C(O)c1nsc(Cl)c1Cl
→ -4.3%, -0.7%, -19.3%, -0.1%, 5.0%, 10.1%, -9.0%
CC(C)c1nnc(N2C(=O)c3oc4ccccc4c(=O)c3C2c2ccco2)s1 (stereo not drawn)
→ -4.3%, 9.6%, -5.4%, 0.4%, -3.0%, -12.9%[10 µM], -0.6%

Single entries from the entries so far.
HTT aggregate with Nc1c(-c2ccccc2)cnn1-c1cccc([N+](=O)[O-])c1 : 3.8%
GAA inhib with C=CCn1c(C)cc(C(=O)COC(=O)[C@@H](NC(=O)c2ccccc2Cl)C(C)C)c1C : -9.9%
